# Screening results (PubChem BioAssay)
# PglD DTNB: PglD (C. jejuni) enzyme inhibition; inhibition, % at 12.5 µM; 360,000 tested, 0.098% active; purified PglD enzyme, DTNB colorimetric CoA detection; in the data active means inhibition above about 16%, passing the limit was not always enough; inconclusive means no clear call, values can overlap the other calls; further: strong numbers were not always called active
# LGR2 inh: Drosophila LGR2 receptor signaling inhibition | AID 720647 | HEK293 LGR2, CRE-luciferase, bursicon-stimulated, 4 h | inhibition, % at 9.99 µM | 380,000 tested, 0.35% active;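 active means drop in luminescence signal, shown as inhibition above about 50% in the replicate tests, limit read from the data, passing the limit was not always enough; inconclusive means probably only some replicates passing the limit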;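 further: agonist challenge used bursicon conditioned medium at about half maximal strength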
# ERAP1 HTS inh: inhibitors of human ERAP1 aminopeptidase | Q9NZ08 | recombinant ERAP1, Leu-AMC fluorescence, 60 min | inhibition, % at 10.7 µM | 340,000 tested, 0.15% active;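 active means mean replicate inhibition of at least 30%, or all replicates individually reaching that 30% level; inactive means mean below 30% and not every replicate reaching it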;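 further: 0% = neutral control wells and 100% = L-leucinethiol positive control wells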
# Target sequence (Q9NZ08 whole entry, looked up): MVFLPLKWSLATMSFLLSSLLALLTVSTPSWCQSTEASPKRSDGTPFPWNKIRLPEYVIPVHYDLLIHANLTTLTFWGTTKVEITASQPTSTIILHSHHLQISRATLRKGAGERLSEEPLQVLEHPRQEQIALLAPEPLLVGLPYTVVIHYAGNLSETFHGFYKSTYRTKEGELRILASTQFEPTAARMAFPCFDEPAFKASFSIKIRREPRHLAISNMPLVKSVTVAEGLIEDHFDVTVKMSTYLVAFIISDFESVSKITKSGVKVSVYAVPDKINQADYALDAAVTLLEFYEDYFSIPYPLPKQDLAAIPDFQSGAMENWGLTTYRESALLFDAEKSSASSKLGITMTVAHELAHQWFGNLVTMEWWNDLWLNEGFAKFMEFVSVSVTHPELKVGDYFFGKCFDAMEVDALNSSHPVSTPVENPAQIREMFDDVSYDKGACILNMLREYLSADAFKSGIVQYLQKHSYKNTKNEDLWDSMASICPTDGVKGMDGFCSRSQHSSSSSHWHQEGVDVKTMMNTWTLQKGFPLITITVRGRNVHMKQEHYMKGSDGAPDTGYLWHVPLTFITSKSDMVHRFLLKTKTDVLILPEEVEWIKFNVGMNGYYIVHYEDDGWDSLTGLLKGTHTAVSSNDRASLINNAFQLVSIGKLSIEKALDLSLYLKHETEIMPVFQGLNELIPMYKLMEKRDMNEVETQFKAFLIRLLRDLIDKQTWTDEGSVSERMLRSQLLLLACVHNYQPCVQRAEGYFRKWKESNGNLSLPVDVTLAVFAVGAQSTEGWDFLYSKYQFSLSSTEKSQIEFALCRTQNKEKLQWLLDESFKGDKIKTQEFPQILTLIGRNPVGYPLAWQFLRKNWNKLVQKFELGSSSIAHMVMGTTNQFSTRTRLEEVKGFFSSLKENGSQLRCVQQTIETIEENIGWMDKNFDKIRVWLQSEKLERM
# EWS-Fli block: EWS/Fli transcriptional activity inhibition; A673 NR0B1-luciferase reporter, viability-normalised; AID 651661; 350,000 tested, 0.67% active; inhibition, % at 12.6 µM;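 active means mean inhibition of at least 50% after viability correction, with every replicate also passing that limit; inconclusive means mean reaches 50% but only one of two replicates passes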;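 further: firefly luciferase signal divided by Alamar Blue viability fluorescence both relative to DMSO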
# S100A4 inh HTS: S100A4-myosin IIA interaction inhibition | AID 652163 | 360,000 tested, 0.14% active | inhibition, % at 10.7 µM | S100A4/TAMRA-MyoIIA peptide fluorescence polarization;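 active means mean inhibition of at least 70% across replicates, with every replicate also reaching that level; inconclusive means mean inhibition reaches 70% but some replicates fall short; inactive means mean inhibition below 70%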
# Target sequence (P26447 whole entry, looked up): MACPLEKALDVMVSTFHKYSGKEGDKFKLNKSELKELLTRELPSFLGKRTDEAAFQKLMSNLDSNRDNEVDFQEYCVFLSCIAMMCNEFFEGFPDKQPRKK
#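 Material: S100A4 monomer protein / Buffer or medium: 50 mM HEPES pH 7.2, 10 mM CaCl2, 100 mM KCl / Times: 5 min incubation before reading / Benchmarks: neutral control DMSO, positive control TFP / Reagent: labelled myosin peptide probe, 5 nM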
# PGC1a acetyl inh: lowers PGC1a acetylation signal in U2OS cells; inhibition, % at 15.6 µM; 350,000 tested, 0.17% active; AlphaScreen anti-acetyl-lysine; with virally co-expressed GCN5 acetyltransferase;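 active means every replicate shows inhibition of at least 40%; inconclusive means mean inhibition at least 40% but some replicate below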;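 further: 0% = neutral control wells and 100% = positive control wells; some results beyond the cut were filed as inactive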
# PAX8 inh HTS: inhibitors of PAX8 transcriptional activity in RMG-I cells; RMG-I TPO-luciferase reporter, SteadyGlo, 24 h; inhibition, % at 12.6 µM; 360,000 tested, 1.2% active;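 active means mean replicate inhibition at least 60% with every replicate also reaching 60%; inconclusive means only one of the two criteria is met; inactive means mean below 60% and not all replicates reaching 60%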;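 further: luciferase light reporting Pax8 driven TPO promoter activity; plate controls were median of neutral control wells for no effect and mitoxantrone controls for full effect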
# FN deposit inh: fibronectin deposition inhibition; AH1F fibroblasts, Alexa488-fibronectin deposition fluorescence, overnight; inhibition, % at 12.6 µM; 350,000 tested, 0.086% active; AID 743247;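 active means mean inhibition across replicates of 30% or more, regardless of how many single replicates reach that level; inconclusive means mean under 30% yet at least half of replicates reach 30%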;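 further: positive control wells lacked labelled fibronectin entirely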
#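 Schedule: 1 h cell adhesion before compound, then overnight fibronectin incubation; test system: AH1F fibroblast monolayer depositing Alexa488-labelled fibronectin into matrix; quantity: 10000 AH1F cells per well; probe or stimulus: fluorescent fibronectin at 24 nM final; signal: fluorescence, ex 485 nm, em 525 nm; evaluation: percent inhibition as loss of matrix-bound fibronectin fluorescence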
# Active calls of the source: *; ? = inconclusive; . = not tested or not shown. Random draw from the library. Share with any hit: about 2.1%.
1. c1ccc(COc2cccc(CNCc3ccccn3)c2)cc1
2. Nc1cc(=O)nc(SCC(=O)Nc2ccccc2)n1-c1ccccc1
3. O=C(CCCc1ccccc1)NC1CCSC1=O (stereo unspecified)
4. COc1ccccc1S(=O)(=O)N[C@@H]1CC[C@@H](CC(=O)N2CCOCC2)O[C@H]1CO
5. COCc1c(C(=O)OCc2c(C)noc2C)oc2ccccc12
6. CCN(C(=O)CSc1nnc(-c2cccs2)n1CC)C1CCS(=O)(=O)C1 (stereo unspecified)
7. COc1ccc(OC)c(NC(=O)c2ccc(NS(=O)(=O)c3c(C)noc3C)cc2)c1
8. Cc1ccc(NC(=O)C(=O)c2ccc(C)cc2)cc1
9. COCC(=O)N1CC2(C1)[C@H](c1ccccc1)[C@@H](CO)N2C(=O)c1ccncc1
10. CCCC(=O)Nc1ccc2c(c1)C(=O)N(C)[C@@H]1CC[C@@H](CC(=O)NCCc3ccncc3)O[C@@H]1CO2

Screen / compound no.	1	2	3	4	5	6	7	8	9	10
PglD DTNB	.	.	4	3	.	-8	4	2	.	-4
LGR2 inh	-45	.	-22	-8	10	1	.	-56	16	15
ERAP1 HTS inh	-4	-1	-2	1	-1	0	.	-5	0	1
EWS-Fli block	-11	2	-20	3	7	-24	.	-6	-2	-10
S100A4 inh HTS	3	1	0	1	-2	-5	.	1	-8	-23
PGC1a acetyl inh	.	.	.	1	.	1	-4	.	11	-5
PAX8 inh HTS	4	14	.	-3	2	-22	15	-226	-24	1
FN deposit inh	-1	-4	.	.	4	2	1	-6	.	4

11. O=C1CCNCCN1[C@H](CO)c1ccccc1
12. Cc1c(C(=O)NCCN2C(=O)S/C(=C\c3cccs3)C2=O)cccc1[N+](=O)[O-]
13. CCN(C(=O)CN1C(=O)NC(c2ccccc2)(c2ccccc2)C1=O)c1ccccc1
14. CCCCN1C(=O)C(CC(=O)NC2CC2)CC(C(=O)N(CC)CC)=C1C (stereo unspecified)
15. CC(C)c1ccc(C(=O)NC(=S)Nc2ccc3[nH]c(=O)[nH]c3c2)cc1
16. O=C(O)Cc1c(-c2ccccc2)c2cc(Cl)ccc2[nH]c1=O
17. O=C(NCc1ccccc1)N[C@@H](Cc1c[nH]c2ccccc12)C(=O)O
18. CCCOP(=O)(c1ccc(N(C)C)cc1)C(O)c1ccc(N(C)C)cc1 (stereo unspecified)
19. CN1CCN(C(=O)C[C@@H]2CC[C@H]3[C@@H](COC[C@H](O)CN3Cc3cccc(-c4ccncc4)c3)O2)CC1
20. CC1=C(C(=O)OC(C)C)C(c2cccnc2)n2ncnc2N1 (stereo unspecified)

Screen / compound no.	11	12	13	14	15	16	17	18	19	20
PglD DTNB	3	-1	-2	-2	.	.	0	-2	1	-3
LGR2 inh	-4	-3	13	2	12	-3	.	19	-7	3
ERAP1 HTS inh	1	2	0	-2	0	-2	.	2	2	3
EWS-Fli block	-4	-24	7	-8	-1	15	.	4	14	-2
S100A4 inh HTS	-3	1	-11	-2	-3	-1	.	-3	5	5
PGC1a acetyl inh	.	.	.	-8	0	.	14	-15	4	2
PAX8 inh HTS	-12	-31	0	-12	-8	3	11	1	-6	2
FN deposit inh	7	3	-2	-4	-4	6	0	4	-3	-3

21. CCNC(=O)[C@@H]1[C@@H](CO)[C@@H]2Cn3c(ccc(-c4cncnc4)c3=O)[C@@H]2N1C(=O)NC1CCCC1
22. O=C(CC1CC1)N1CC[C@@H]2[C@H]1c1cc(-c3cccc(F)c3)ccc1N[C@@H]2CO
23. O=C(CCCN1C(=O)S/C(=C\c2ccccc2)C1=O)NNC(=O)c1ccccc1O
24. CCNC(=O)[C@H]1[C@H](CO)[C@H]2Cn3c(ccc(-c4ccccc4)c3=O)[C@@H]1N2C(=O)c1ccccn1
25. Cc1ccc(S(=O)(=O)CC(=O)Nc2cccc(C)n2)cc1
26. N#CCc1ccc(OC(=O)c2cccnc2Cl)cc1
27. COc1ccc(C(=O)CCC(=O)N2CCN(c3ccc(N4CCOCC4)nn3)CC2)cc1
28. Clc1ccc(-n2cnnn2)cc1
29. COc1ccc(C2=Nc3nc(-c4ccccc4)cn3C(c3ccc(OC)cc3)C2)cc1 (stereo unspecified)
30. NC(=S)N/N=C1\CC(c2ccc3c(c2)OCCO3)Oc2ccc(F)cc21 (stereo unspecified)

Screen / compound no.	21	22	23	24	25	26	27	28	29	30
PglD DTNB	-2	-1	.	-6	5	3	-3	-5	.	.
LGR2 inh	29	-4	-23	-11	2	-50	-15	.	-12	-10
ERAP1 HTS inh	1	1	0	-2	-1	5	.	.	1	.
EWS-Fli block	-2	4	74*	0	-11	-10	-4	.	4	11
S100A4 inh HTS	6	-17	-5	13	2	-27	19	.	-2	-2
PGC1a acetyl inh	.	4	-9	.	0	.	-5	10	.	.
PAX8 inh HTS	36	26	57	.	10	-8	9	1	5	14
FN deposit inh	7	14	10	.	2	-5	0	-11	-13	-2

31. Cc1cccc(N2CCN(S(=O)(=O)c3ccc4c(c3)CCCN4C(=O)C3CCC3)CC2)c1C
32. Cc1nnsc1C(=O)Nc1cccc(Cl)c1C
33. CCOc1ccc(N(C(=O)c2snc(C(N)=O)c2N)C(C(=O)NC2CCCC2)c2ccncc2)cc1 (stereo unspecified)
34. CCOC(=O)Cc1csc(NC(=S)NC(=O)c2cccc([N+](=O)[O-])c2)n1
35. O=C(c1cccc(S(=O)(=O)N2CCCCC2)c1)N1CCN(c2ccccc2)CC1
36. Cn1c(-c2ccc(Br)cc2)cnc1NCc1ccc(C#N)cc1
37. CC(=O)N1[C@H](CO)[C@@H](c2ccc(-c3ccccc3F)cc2)C12CN(CC1CCOCC1)C2
38. Cc1nnc(NCc2cccc(Cl)c2)c2ccccc12
39. Cn1c(-c2ccccc2)cnc1NCc1cc(Cl)ccc1O
40. C=CCn1c(SCc2cc(=O)n3cc(C)ccc3n2)nnc1-c1ccc(F)cc1

Screen / compound no.	31	32	33	34	35	36	37	38	39	40
PglD DTNB	-2	4	0	.	-6	-1	.	-1	-7	.
LGR2 inh	14	3	-3	.	12	2	4	1	-25	-13
ERAP1 HTS inh	-3	.	4	1	-3	4	-2	-2	-2	.
EWS-Fli block	.	7	6	1	9	3	2	6	-28	0
S100A4 inh HTS	-2	3	-2	0	-1	2	-1	-22	-9	.
PGC1a acetyl inh	-23	0	-6	.	.	-34	1	-16	.	.
PAX8 inh HTS	21	-1	-8	4	15	1	-4	18	-8	13
FN deposit inh	4	4	-1	0	10	-3	5	6	-1	-2

41. Nc1nonc1-n1nnc(C(=O)N/N=C/c2c(Cl)cccc2Cl)c1CN1CCOCC1
42. CC(=O)Oc1ccc2c(=O)c(N3C(=O)c4ccccc4C3=O)c(C)oc2c1C
43. Nc1nc2nc(-c3ccc(Cl)cc3)cc(C(F)(F)F)n2n1
44. CC(C)(C)n1nnnc1C(c1cccc(C#N)c1)N1CCCCCC1 (stereo unspecified)
45. CC(C)C[C@@H]1Cc2[nH][nH]c(=O)c2[C@H](CCc2ccccc2)O1
46. COc1ccc(NC(=O)NS(=O)(=O)c2ccc(C)cc2)cc1OC
47. CCCCn1c(SCC(=O)N2CCCC2)nc2cc(S(N)(=O)=O)ccc21
48. Cc1ccc(S(=O)(=O)N(C)C[C@@H]2OCCCC[C@@H](C)Oc3ccc(NC(=O)CCC(F)(F)F)cc3C(=O)N([C@@H](C)CO)C[C@H]2C)cc1
49. Cc1ccc(-c2nnc(COC(=O)c3cccs3)o2)cc1
50. O=C(O)C1CN(C(=O)c2ccccc2)c2cc(Cl)ccc2O1 (stereo unspecified)

Screen / compound no.	41	42	43	44	45	46	47	48	49	50
PglD DTNB	-2	.	.	3	.	-2	1	1	-9	6
LGR2 inh	12	27	-19	.	10	-3	9	-2	-27	2
ERAP1 HTS inh	-5	-2	-5	.	1	0	1	2	3	-4
EWS-Fli block	12	-3	-18	.	6	-3	5	-11	-13	8
S100A4 inh HTS	2	1	-3	.	2	-8	1	30	-2	-5
PGC1a acetyl inh	20	.	10	-18	.	5	12	-3	.	2
PAX8 inh HTS	-3	9	.	7	14	31	-1	6	-31	22
FN deposit inh	1	.	.	2	5	-4	3	-5	-17	-9

51. C[C@H](CO)N1C[C@H](C)[C@H](CN(C)C(=O)Nc2cc(F)ccc2F)Oc2cc(-c3cccc(F)c3)ccc2S1(=O)=O
52. CC(C)Cn1c(C23CC4CC(CC(C4)C2)C3)n[nH]c1=S
53. CN(Cc1ccccc1)C(=O)COC(=O)C1CCN(S(=O)(=O)c2cccs2)CC1
54. COc1ccccc1S(=O)(=O)N[C@H]1CC[C@H](CC(=O)N2CCCCC2)O[C@H]1CO
55. COc1cccc(Nc2nc(-c3cccnc3)cs2)c1
56. CN(C)c1ccc(-c2nc3cc(N)ccc3o2)cc1
57. CCCNC(=O)[C@H]1[C@H](CO)[C@H]2Cn3c(ccc(C4=CCCC4)c3=O)[C@H]2N1C(=O)c1cnccn1
58. C[C@@H]1CN([C@@H](C)CO)C(=O)c2cccc(NS(=O)(=O)c3cn(C)cn3)c2O[C@@H]1CN(C)Cc1ccc(C(F)(F)F)cc1
59. COc1ccc(CNC(=O)COC(=O)c2c(NC(C)=O)sc(C)c2C)cc1
60. CC1=NNC(=O)C1CC(=O)N/N=C/C(Br)=C/c1ccccc1 (stereo unspecified)
61. COc1ccc(S(=O)(=O)Nc2cccc3c2O[C@H](CN(C)Cc2ccc(C(=O)O)cc2)[C@H](C)CN([C@@H](C)CO)C3=O)cc1
62. O=C1NC(=Nc2ccccc2Cl)SC1(CO)CO

Screen / compound no.	51	52	53	54	55	56	57	58	59	60	61	62
PglD DTNB	1	5	.	3	-2	-4	1	-2	.	-1	.	-8
LGR2 inh	7	5	-1	5	-104	?	-13	6	-1	-14	-1	26
ERAP1 HTS inh	0	-3	-1	2	-2	-4	3	-2	-4	8	.	7
EWS-Fli block	2	17	-10	-2	-105	65*	-3	3	-3	9	2	-11
S100A4 inh HTS	-3	3	21	-2	-1	0	-5	39	-2	5	.	3
PGC1a acetyl inh	-6	-33	3	-6	-30	0	.	7	.	-49	11	.
PAX8 inh HTS	.	-3	2	-6	-131	33	11	-19	9	28	.	4
FN deposit inh	.	-15	-6	.	26	-6	11	.	9	6	-1	1
